# From PubChem
# KDM4C inh – blocks human GASC-1 (KDM4C) demethylase activity; Q9H3R0; GST-KDM4C 2-372, H3K9me3 peptide, LANCE TR-FRET; inhibition, % at 12.5 µM; 96,000 compounds, 0.15% hits; AID 720574;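 active = mean replicate inhibition above about 25%, with at least 55% of replicates also reaching it, limit read from the data, passing the limit was not always enough; inconclusive = only one of those two conditions met; inactive = neither condition met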
# Target sequence (Q9H3R0 2-372 limits assumed): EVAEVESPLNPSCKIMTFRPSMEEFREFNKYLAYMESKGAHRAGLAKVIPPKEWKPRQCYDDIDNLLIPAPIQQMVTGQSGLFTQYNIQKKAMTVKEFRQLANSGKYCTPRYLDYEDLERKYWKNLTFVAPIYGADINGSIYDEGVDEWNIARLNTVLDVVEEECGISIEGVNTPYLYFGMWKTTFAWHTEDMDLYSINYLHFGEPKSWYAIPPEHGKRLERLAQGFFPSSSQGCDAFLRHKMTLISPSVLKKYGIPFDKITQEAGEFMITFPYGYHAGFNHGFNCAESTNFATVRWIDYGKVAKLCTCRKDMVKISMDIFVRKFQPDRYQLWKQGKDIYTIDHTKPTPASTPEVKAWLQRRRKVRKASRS
#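 reagent = H3K9me3 peptide substrate, Fe(II), 2-oxoglutarate | system = GST-tagged GASC-1 (JMJD2C) catalytic fragment, aa 2-372 | amount = enzyme final amount 10 nM | read-out = Fall in 671/618 emission ratio as inhibition | medium = HEPES buffer, pH 7.5, plus ascorbate | schedule = 30 min reaction, 60 min detection, RT | measured by = LANCE TR-FRET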
# Pf Dd2 growth – P. falciparum Dd2 growth inhibition; activity change, % at 10 µM; 94,000 compounds, 2.3% hits; SYBR Green, 72 h; active compounds read low; in the data active = activity change below about -80%; inconclusive = no clear call, values can overlap the other calls
# T cruzi growth – inhibitors of T. cruzi proliferation | T. cruzi beta-gal in NIH3T3, GalScreen luminescence, 90 h | inhibition, % at 8.34 µM | 77,000 compounds, 5.9% hits;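 active = mean inhibition above about 93%, with at least 55% of replicates each passing it, limit read from the data, passing the limit was not always enough; inconclusive = only one of those two conditions holds; inactive = neither condition holds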
# C diff HTS – inhibitors of Clostridium difficile growth; 86,000 compounds, 0.25% hits; growth activity, negative = inhibition, % at 16 µg/mL (by protocol); Clostridium difficile clinical isolate growth, OD600, 24 h; active compounds read low;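 active = mean growth activity at or below -80% and every replicate also at or below -80%; inconclusive = mean at or below -80% but some replicate above -80%; inactive = mean growth activity above -80%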;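 also: 0% = DMSO wells and -100% = levofloxacin 16 µg/mL wells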
# The depositor's hits bear a star; ? = inconclusive; nt = no result given; & = joins results of further samples.
SMILES,KDM4C inh,Pf Dd2 growth,T cruzi growth,C diff HTS
Cc1noc(C)c1S(=O)(=O)Nc1ccc2c(c1)CC(=O)N([C@H](C)CO)C[C@H](C)[C@H](CN(C)C)O2,1.0,32.8,-3.0,5.3
CN(C)CC(=O)N1[C@H](CO)[C@@H](c2ccccc2)C12CN(C(=O)c1ccccc1)C2,20.6,12.8,nt,-4.8
C[C@@H]1CCCCO[C@@H](CN(C)C(=O)Nc2ccc3c(c2)OCO3)[C@@H](C)CN([C@@H](C)CO)C(=O)c2cc(NS(=O)(=O)c3ccccc3)ccc2O1,0.6,-21.9,61.7,3.1
CCC(=O)N1CC2(C1)[C@@H](c1ccc(-c3ccc(F)cc3)cc1)[C@@H](CO)N2C(C)=O,-0.2,-14.6,nt,-12.6
CO[C@@H]1CN(C)C(=O)c2ccc(NS(C)(=O)=O)cc2OC[C@H](C)N(S(C)(=O)=O)C[C@H]1C,1.0,17.2,-23.3,-0.2
CO[C@@H]1CN(C)C(=O)c2ccc(NC(=O)Nc3ccc(Cl)cc3)cc2OC[C@@H](C)N(C)C[C@@H]1C,1.0,nt,-37.9,-3.2
Cn1cnc(S(=O)(=O)N2C[C@H](O)COC[C@H]3O[C@H](CC(=O)NCc4cccc(F)c4)CC[C@@H]32)c1,-1.0,nt,24.3,-2.3&-11.5
C[C@@H]1CN([C@H](C)CO)C(=O)c2cc(C3=CCCCC3)cnc2O[C@@H]1CN(C)Cc1ccncc1,0.0,-5.0,nt,-25.0
N#C[C@H]1[C@@H](c2ccccc2C2=CCCC2)[C@H](CO)N1C(=O)CN1CCOCC1,-1.0,-4.8,nt,7.1
CCCNC(=O)N(C)C[C@H]1Oc2cc(C#Cc3ccccn3)ccc2S(=O)(=O)N([C@H](C)CO)C[C@@H]1C,nt,1.9,10.5,1.3
C[C@H]1CN([C@@H](C)CO)C(=O)c2cccc(NS(=O)(=O)c3ccc(F)cc3)c2O[C@H]1CN(C)C(=O)Nc1ccc2c(c1)OCO2,-0.8,-51.8,21.2,5.1
C[C@@H](NC(=O)C[C@H]1C[C@H]2c3cc(NC(=O)CC4CC4)ccc3O[C@H]2[C@@H](CO)O1)c1ccccc1,-1.5,-3.1,12.3,2.7
CCN1[C@H](C(=O)OC)[C@@H](CO)[C@@H]2Cn3c(ccc(-c4cncnc4)c3=O)[C@@H]21,5.6,-5.0,4.4,-0.9
C[C@H](CO)N1C[C@H](C)[C@@H](CN(C)S(C)(=O)=O)Oc2ccc(NS(C)(=O)=O)cc2C1=O,nt,28.7,-26.9,nt
Cc1ccc(S(=O)(=O)Nc2ccc3c(c2)C(=O)N([C@@H](C)CO)C[C@H](C)[C@@H](CN(C)C(=O)NC2CCCCC2)OCCCC[C@@H](C)O3)cc1,1.8,-70.2,48.8,-1.3
COCC(=O)N(C[C@@H]1N[C@@H](CO)[C@H]1c1ccc(-c2cccnc2)cc1)C(C)C,1.3,15.8,-58.4,0.5
COc1ccc2c3c(n(C)c2c1)[C@@H](CO)N(S(C)(=O)=O)CC31CN(C(=O)C2CCC2)C1,-0.8,25.2,nt,6.2
CC(=O)N(C)C[C@H]1Oc2cc(C#CCC(C)C)ccc2S(=O)(=O)N([C@@H](C)CO)C[C@@H]1C,-1.8,-18.8,69.7,-6.0
C[C@@H]1CN([C@H](C)CO)C(=O)c2cc(NC(=O)c3ccncc3)ccc2O[C@H]1CN(C)C,1.1,8.9,35.9,2.5
Cc1noc(C)c1NC(=O)N(C)C[C@@H]1Oc2ccc(NS(=O)(=O)c3ccc(Cl)cc3)cc2C(=O)N([C@H](C)CO)C[C@H]1C,0.5,27.3,-16.2,6.2
Cc1noc(C)c1NC(=O)N(C)C[C@@H]1OCc2ccccc2-c2ccccc2C(=O)N([C@@H](C)CO)C[C@@H]1C,1.4,16.3,-21.1,-2.5
C[C@@H]1CN([C@H](C)CO)C(=O)c2cccc(NC(=O)NC3CCCCC3)c2O[C@H]1CN(C)Cc1ccc(Oc2ccccc2)cc1,0.3,-11.2,?,-3.2
C[C@@H]1CN([C@@H](C)CO)C(=O)c2cc(NC(=O)C3CCCCC3)ccc2O[C@H]1CN(C)C(=O)Nc1ccc(F)cc1,-1.4,8.2,23.4,0.7
O=C(NC[C@@H]1CC[C@@H]2[C@@H](CN2C(=O)Cc2ccncc2)O1)C1CCOCC1,nt,36.1,nt,-7.6
COc1cccc(C#Cc2cnc3c(c2)C(=O)N([C@@H](C)CO)C[C@@H](C)[C@H](CN(C)C(C)=O)O3)c1,-2.0,-20.4,16.9,-0.5
O=C(c1cccnc1)N1C[C@H]2[C@@H](c3ccccc31)[C@@H](CO)N2C(=O)Nc1cccc(F)c1,-1.2,8.4,20.0,2.3
C/C=C/c1ccc([C@@H]2[C@@H](CO)N(C(=O)CC)[C@@H]2CNC(=O)C2CC2)cc1,0.8,-0.8,-12.2,0.3
COCC(=O)Nc1ccc2c(c1)[C@@H]1C[C@H](CC(=O)NCc3ccccc3OC)O[C@H](CO)[C@@H]1O2,-2.9,-1.6,11.4,-6.1
C[C@@H]1CN([C@@H](C)CO)S(=O)(=O)c2ccc(C#CC3(O)CCCC3)cc2O[C@H]1CN(C)C(=O)Nc1ccccc1,0.1,-17.2,-109.0,-17.7
CCCNC(=O)N1[C@H](CO)[C@H]2c3ccccc3N(C(=O)Nc3ccccc3)C[C@H]21,1.5,9.3,-6.6,nt
CO[C@H]1CN(C)C(=O)c2cc(NS(=O)(=O)c3cccc(Cl)c3)ccc2OC[C@@H](C)NC[C@@H]1C,2.1,0.6,-9.3,nt
COC(=O)C[C@@H]1CC[C@@H]2[C@@H](COc3ccc(NS(C)(=O)=O)cc3C(=O)N2C)O1,1.3,22.3,72.6,-3.5
C[C@H](CO)N1C[C@H](C)[C@@H](CN(C)S(=O)(=O)c2cccs2)Oc2ccc(NC(=O)CCCCCC(=O)Nc3ccccc3N)cc2CC1=O,1.4,-46.3,1.9,7.8
CN1CCN(C(=O)[C@H]2[C@H](CO)[C@H]3Cn4c(ccc(C5=CCCC5)c4=O)[C@H]3N2Cc2nccs2)CC1,-1.0,8.2,-1.4,-2.9
CC(C)OC(=O)N(C)C[C@@H]1OCc2ccccc2-c2c(n(C)c3ccccc23)C(=O)N([C@H](C)CO)C[C@@H]1C,0.6,-16.3,29.2,nt
O=C(c1cccc(F)c1)N1CC2(C1)[C@@H](c1ccccc1)[C@@H](CO)N2C(=O)C1CC1,-0.8,34.6,nt,-4.4
CO[C@H]1CN(C)C(=O)c2cccc(C#N)c2OC[C@@H]2O[C@@H](CC[C@H]2OC)CCN(C)C(=O)[C@H]1C,-2.1,3.6,2.1,nt
C[C@@H]1CN([C@H](C)CO)S(=O)(=O)c2ccc(C#Cc3ccccn3)cc2O[C@@H]1CN(C)C,0.7,36.3,nt,-5.8
O=C(c1ccc2c(c1)OCO2)N1CCCCN2[C@@H](CO)[C@H](c3ccc(-c4ccccc4)cc3)[C@@H]2C1,-0.6,5.4,54.3,5.4
O=C(C[C@H]1CC[C@@H](NS(=O)(=O)c2ccc(F)cc2)[C@@H](CO)O1)NCc1ccc(Cl)c(Cl)c1,0.6,-3.8,-14.5,nt
COc1ccc(S(=O)(=O)Nc2ccc3c(c2)C(=O)N([C@@H](C)CO)C[C@@H](C)[C@@H](CN(C)S(=O)(=O)c2ccccc2)O3)cc1,-0.6,4.2,-4.9,-0.2
C[C@@H]1CCCCO[C@H](CN(C)S(=O)(=O)c2ccc(F)cc2)[C@H](C)CN([C@@H](C)CO)C(=O)c2cc(NC(=O)CCCN(C)C)ccc2O1,1.6,-41.3,7.1,1.7
Cc1ccc(S(=O)(=O)Nc2ccc3c(c2)C(=O)N([C@H](C)CO)C[C@H](C)[C@@H](CN(C)S(C)(=O)=O)OCCCC[C@H](C)O3)cc1,0.0,9.6,7.1,2.1
C[C@H]1CCCCO[C@H](CN(C)S(=O)(=O)c2ccc(F)cc2)[C@@H](C)CN([C@@H](C)CO)C(=O)c2cc(N(C)C)ccc2O1,-0.1,-20.5,89.1,-3.0
C[C@@H]1CCCCO[C@H](CN(C)Cc2ccc(C(F)(F)F)cc2)[C@@H](C)CN([C@@H](C)CO)C(=O)c2cc(NC(=O)C3CCCCC3)ccc2O1,-1.5,-84.6*,?,6.6
CCC(=O)N[C@H]1C=C[C@@H](CC(=O)NCc2ccccc2OC)O[C@H]1CO,-0.5,5.1,-65.1,-2.0
COc1ccc(NC(=O)N(C)C[C@@H]2Oc3c(NS(=O)(=O)c4cn(C)cn4)cccc3C(=O)N([C@@H](C)CO)C[C@@H]2C)cc1,2.9,-6.0,36.1,-2.0
C[C@H](CO)N1C[C@H](C)[C@H](CN(C)C(=O)Nc2ccc3c(c2)OCO3)Oc2cc(C#Cc3ccccc3)ccc2S1(=O)=O,-0.4,-79.5,130.7*,2.7
C[C@@H]1CN([C@H](C)CO)C(=O)c2cccc(NC(=O)Nc3cccc4ccccc34)c2O[C@H]1CN(C)C(=O)Nc1ccc2c(c1)OCO2,0.9,-19.2,65.8,-5.6
CN1C(=O)c2cc(NC(=O)c3cccs3)ccc2OC[C@H]2O[C@H](CC(=O)N3CCOCC3)CC[C@@H]21,-0.8,-11.7,-7.0,2.6
# (cont.)
SMILES,KDM4C inh,Pf Dd2 growth,T cruzi growth,C diff HTS
COc1ccccc1S(=O)(=O)Nc1ccc2c(c1)OC[C@H](C)NC[C@@H](C)[C@H](OC)CN(C)C2=O,-0.9,2.5,-37.0,nt
Cc1noc(C)c1NC(=O)Nc1ccc2c(c1)CC(=O)N([C@H](C)CO)C[C@@H](C)[C@H](CN(C)S(=O)(=O)c1cccs1)O2,-3.2,13.3,-5.1,-4.5
C[C@@H]1CN([C@@H](C)CO)C(=O)c2cc(NC(=O)C3CC3)ccc2O[C@H]1CN(C)C(=O)NC1CCCCC1,-1.9,0.5,71.6,2.2
C[C@@H]1CCCCO[C@H](CN(C)S(=O)(=O)c2cccs2)[C@H](C)CN([C@@H](C)CO)C(=O)c2cc(NS(=O)(=O)c3ccc(Cl)cc3)ccc2O1,0.0,-57.8,95.1*,11.3
CCC(=O)N1[C@H](CO)[C@@H](c2ccccc2)[C@@H]1CN(CC)C(=O)c1cccc(F)c1,0.5,-8.1,4.9,2.0
CCCC(=O)Nc1ccc2c(c1)C(=O)N(C)C[C@H](OC)[C@H](C)CN(Cc1cccc(F)c1)[C@@H](C)CO2,-0.7,-70.6,2.2,1.5
O=C(C[C@@H]1C=C[C@@H](NC(=O)Nc2ccccc2)[C@H](CO)O1)NCc1cccc(F)c1,-1.8,-17.0,30.4,1.0
COc1ccc2c3c([nH]c2c1)[C@@H](CO)N(S(=O)(=O)c1cn(C)cn1)CC31CCN(Cc2ccccc2F)CC1,-1.5,-46.2,nt,1.7
Cc1noc(C)c1NC(=O)N[C@@H]1C=C[C@H](CC(=O)N2CCN(C)CC2)O[C@@H]1CO,0.5,5.0,-48.3,1.5
COCC#Cc1ccc([C@H]2[C@H]3CN(S(=O)(=O)c4cccc(OC)c4)CCCCN3[C@H]2CO)cc1,-1.0,-19.0,90.9,10.4

# Reformatted: results already given.
# Value order – KDM4C inh	Pf Dd2 growth	T cruzi growth	C diff HTS
- COc1ccc2c3c([nH]c2c1)[C@@H](CO)N(S(=O)(=O)c1cn(C)cn1)CC31CCN(Cc2ccccc2F)CC1
    -1.5	-46.2	nt	1.7
- C[C@@H]1CN([C@@H](C)CO)C(=O)c2cc(NC(=O)C3CC3)ccc2O[C@H]1CN(C)C(=O)NC1CCCCC1
    -1.9	0.5	71.6	2.2
- Cc1noc(C)c1NC(=O)Nc1ccc2c(c1)CC(=O)N([C@H](C)CO)C[C@@H](C)[C@H](CN(C)S(=O)(=O)c1cccs1)O2
    -3.2	13.3	-5.1	-4.5
- C[C@@H]1CCCCO[C@H](CN(C)S(=O)(=O)c2cccs2)[C@H](C)CN([C@@H](C)CO)C(=O)c2cc(NS(=O)(=O)c3ccc(Cl)cc3)ccc2O1
    0.0	-57.8	95.1*	11.3
- Cc1noc(C)c1NC(=O)N[C@@H]1C=C[C@H](CC(=O)N2CCN(C)CC2)O[C@@H]1CO
    0.5	5.0	-48.3	1.5

# (more compounds)
SMILES,KDM4C inh,Pf Dd2 growth,T cruzi growth,C diff HTS
COc1ccccc1NC(=O)N1C[C@@H]2[C@H](c3ccccc31)[C@@H](CO)N2CC1CCOCC1,2.5,-40.9,-24.6,3.6
C[C@H]1CN([C@@H](C)CO)C(=O)c2cc(-c3ccc(C#N)cc3)cnc2O[C@H]1CN(C)C(=O)Nc1ccc(C(F)(F)F)cc1,-5.4,-21.2,nt,7.9
O=C(C1CCCCC1)N1CC(=O)N2[C@@H](CO)[C@@H](c3ccc(C#Cc4cccc(F)c4)cc3)[C@@H]2C1,-0.5,-6.8,nt,2.6
C[C@@H]1CCCCO[C@@H](CN(C)C(=O)NC2CCCCC2)[C@H](C)CN([C@@H](C)CO)C(=O)c2cc(NC(=O)Nc3cccc4ccccc34)ccc2O1,-1.0,-31.2,81.7,-7.3
